SENP6 inh – inhibitors of human SENP6 protease | inhibition, % at 10 µM | Q9GZR1 | AID 2599 | Recombinant SENP6 catalytic domain, aminoluciferin luminescence | 330,000 tested, 1.8% active;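 active = inhibition above about 50% at the single tested dose, limit read from the data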;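 also: plate controls were DMSO wells with enzyme for no effect and DMSO wells lacking enzyme for full effect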
Target sequence (Q9GZR1 628-1112 limits assumed): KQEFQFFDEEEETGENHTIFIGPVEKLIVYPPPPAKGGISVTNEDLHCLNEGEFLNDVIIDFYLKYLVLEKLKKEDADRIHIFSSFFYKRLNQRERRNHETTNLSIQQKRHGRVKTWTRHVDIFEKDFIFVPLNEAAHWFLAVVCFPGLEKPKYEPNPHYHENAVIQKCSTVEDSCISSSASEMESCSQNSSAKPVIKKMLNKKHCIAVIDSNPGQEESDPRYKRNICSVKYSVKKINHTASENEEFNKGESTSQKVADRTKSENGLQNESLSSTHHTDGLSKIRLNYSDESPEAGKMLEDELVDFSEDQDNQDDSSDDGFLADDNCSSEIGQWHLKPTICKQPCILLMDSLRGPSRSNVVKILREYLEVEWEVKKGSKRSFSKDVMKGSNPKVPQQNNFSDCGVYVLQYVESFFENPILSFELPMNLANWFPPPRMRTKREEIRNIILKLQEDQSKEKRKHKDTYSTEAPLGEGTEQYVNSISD
HKDC1 inh – blocks human hexokinase HKDC1 activity; Q2TB90; recombinant HKDC1, G6PDH/diaphorase resazurin coupled fluorescence; inhibition, % at 20 µM; 340,000 tested, 0.16% active;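 active = inhibition above about 35% when tested at 20 µM, limit read from the data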;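 also: plate controls were DMSO wells with enzyme for no effect and DMSO wells lacking enzyme for full effect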
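Assay system: in-house recombinant HK5 (HKDC1) enzyme. Input: HKDC1 at 5 µg/mL. Medium: Tris pH 8.0 buffer with MgCl2, Tween-20, BSA, BME. Dosing: single 20 µM dose. Schedule: 90 min reaction incubation at room temperature, dark. Signal: resazurin-to-resorufin fluorescence via G6PDH and diaphorase coupling, 525/613 nm. Controls: DMSO-enzyme wells negative, buffer-substituted wells positive.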
MPTP inh – blocks calcium-induced mitochondrial swelling; isolated mouse mitochondria, Ca2+ swelling absorbance, 30 min; inhibition, % at 10 µM; 360,000 tested, 1.4% active; AID 602449;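 active = inhibition of 50% or more, scaled per plate between neutral and stimulator controls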;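 also: 0% = DMSO wells given calcium and 100% = 1 mM EGTA wells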
SENP7 block – blocks the human protease SENP7 | AID 434973 | inhibition, % at 5 µM | 330,000 tested, 1.5% active | recombinant SENP7, Z-RLRGG-aminoluciferin luminescence, 40 min | Q9BQF6;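 active = inhibition above about 50% at the single test dose, limit read from the data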;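 also: plate controls were DMSO with enzyme for no effect and no enzyme buffer wells for full effect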
Target sequence (Q9BQF6 706-1050 limits assumed): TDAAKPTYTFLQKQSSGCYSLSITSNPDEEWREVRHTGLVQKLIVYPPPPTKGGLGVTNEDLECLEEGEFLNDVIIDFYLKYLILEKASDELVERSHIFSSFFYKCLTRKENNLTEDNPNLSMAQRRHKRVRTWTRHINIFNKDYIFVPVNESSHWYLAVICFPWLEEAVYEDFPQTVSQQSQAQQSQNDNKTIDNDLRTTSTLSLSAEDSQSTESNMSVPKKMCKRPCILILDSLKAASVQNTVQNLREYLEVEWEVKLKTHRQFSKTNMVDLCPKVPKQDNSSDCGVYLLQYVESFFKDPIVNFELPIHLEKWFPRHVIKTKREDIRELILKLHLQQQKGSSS
GRIN3A LBD mod – NR3A (human) ligand-binding domain modulation | NR3A LBD differential scanning fluorimetry, Tm shift; 0% = protein alone, 100% = glycine-bound protein | Tm shift relative to glycine control, % at 25 µM | 340,000 tested, 2.5% active;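 active = melting temperature shift of at least 10% of the positive control shift, at one fixed dose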
PfG6PD inh – PfG6PD (Plasmodium falciparum) enzyme inhibition | 350,000 tested, 0.78% active | inhibition, % at 20 µM | PfGluPho enzyme, NADPH resazurin-diaphorase fluorescence;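 active = inhibition reaching at least a set limit at 20 µM in the primary screen, cut at about 59% in these data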;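 also: 0% = DMSO wells with substrate and 100% = DMSO wells lacking glucose-6-phosphate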
ATG4B inhibitor – ATG4B (human) cysteine protease inhibition; Q9Y4P1; ATG4B cleavage of LC3-PLA2, NBD-HPC fluorescence, 1 h; inhibition, % at 8.33 µM; 340,000 tested, 0.51% active; AID 504462; in the data active = inhibition above about 40%
SENP8 inh – inhibitors of human SENP8 protease. Q96LD8. inhibition, % at 20 µM. recombinant SENP8, Nedd8 substrate fluorescence. 360,000 tested, 0.64% active; in the data active = inhibition mostly above about 40%, no sharp cut-off; inactive = mostly below about 27%
The depositor's hits bear a star; . = not tested or not shown.

#1 Cc1cc(C)cc(OCC(=O)OC(C)C(=O)Nc2ccc(Cl)cn2)c1 (stereo not drawn)
#2 CCOC(=O)CC1C(=O)NCCN1C(=S)NC(=O)c1ccccc1OC (stereo not drawn)
#3 COc1ccc(NC(=O)CNC(=O)c2cccs2)cc1Cl
#4 O=C(O)C1CC(=O)N(Cc2cccnc2)C1 (stereo not drawn)
#5 O=C(NC1CC1)c1nc2c(nnn2Cc2ccccc2Cl)c(=O)[nH]1
#6 CC(=O)Nc1ccc(S(=O)(=O)Nc2cccc(-c3csc(C)n3)c2)cc1
#7 O=C(CN1CCC(n2nnc3cc(C(F)(F)F)ccc32)CC1)NCc1cccs1
#8 CCc1nc(N2CCN(C(=S)NCCCOC)CC2)c2c3c(sc2n1)CCCC3

Compound	1	2	3	4	5	6	7	8
SENP6 inh	-1	-9	-5	4	-6	4	0	7
HKDC1 inh	-3	-3	-5	0	-12	3	-1	8
MPTP inh	-0.1	0.2	0.3	-1.0	0.7	2.2	2.2	2.1
SENP7 block	-5	10	-1	8	-1	-8	0	4
GRIN3A LBD mod	-1	-1	0	-3	1	-6	3	-8
PfG6PD inh	-7	-13	-6	-3	-5	-35	5	5
ATG4B inhibitor	1	1	1	-7	-3	0	4	72*
SENP8 inh	-4	6	9	15	18	-4	21	2

#9 C/C(=N\NC(=S)NCCc1ccccc1)c1ccc(Cl)cc1
#10 CCCSC1=N/C(=C\c2ccc3c(c2)OCO3)C(=O)S1
#11 Cc1nnc(NC(=O)CSc2nnc(C)n2Cc2ccccc2)s1
#12 Cc1ccc(NC(=O)COC(=O)c2cc(Cl)ccc2[N+](=O)[O-])cc1
#13 CCCNC(=O)C1CCN(S(=O)(=O)c2ccc3c(c2)OCCO3)CC1
#14 O=C(CNC(=O)c1ccco1)Nc1ccncc1
#15 CCn1ncc(C2=NOC(C(=O)N3CCC(C(N)=O)CC3)C2)c1C (stereo not drawn)
#16 COc1ccc(NC(=O)CSc2nncs2)cc1S(=O)(=O)N1CCCCC1

Compound	9	10	11	12	13	14	15	16
SENP6 inh	-15	-16	-6	17	-6	-13	1	5
HKDC1 inh	-6	1	1	1	-6	-3	-2	0
MPTP inh	3.5	-1.5	-1.0	0.2	-3.8	-0.1	-1.7	0.1
SENP7 block	-1	-1	0	7	-6	9	0	-1
GRIN3A LBD mod	-11	-1	-1	-9	1	2	10	1
PfG6PD inh	14	-5	-11	18	10	-9	-4	1
ATG4B inhibitor	-15	-14	-13	1	5	6	-10	-4
SENP8 inh	15	-34	18	20	15	10	10	0

Structures from the list above with a Cl atom:
#1 Cc1cc(C)cc(OCC(=O)OC(C)C(=O)Nc2ccc(Cl)cn2)c1 (stereo not drawn)
#3 COc1ccc(NC(=O)CNC(=O)c2cccs2)cc1Cl
#5 O=C(NC1CC1)c1nc2c(nnn2Cc2ccccc2Cl)c(=O)[nH]1
#9 C/C(=N\NC(=S)NCCc1ccccc1)c1ccc(Cl)cc1
#12 Cc1ccc(NC(=O)COC(=O)c2cc(Cl)ccc2[N+](=O)[O-])cc1

Compound	1	3	5	9	12
SENP6 inh	-1	-5	-6	-15	17
HKDC1 inh	-3	-5	-12	-6	1
MPTP inh	-0.1	0.3	0.7	3.5	0.2
SENP7 block	-5	-1	-1	-1	7
GRIN3A LBD mod	-1	0	1	-11	-9
PfG6PD inh	-7	-6	-5	14	18
ATG4B inhibitor	1	1	-3	-15	1
SENP8 inh	-4	9	18	15	20

Carrying on.
#17 COc1ccc(NC(C)=O)cc1S(=O)(=O)N1CCN(C(=O)c2ccccc2F)CC1
#18 CCC(Sc1ccccn1)C(=O)Nc1cccc([N+](=O)[O-])c1 (stereo not drawn)
#19 C=C1CCN(C(C)C(=O)O)S(=O)(=O)c2ccccc21 (stereo not drawn)
#20 Cc1cc(NC(=O)Cn2nc(C(F)(F)F)c3c2CCCC3)no1
#21 O=C(c1ccc(Cl)c(F)c1F)N1CCCC1
#22 O=C(Nc1ccc(N2CCOCC2)cc1)c1cccc(S(=O)(=O)N2CCCCCC2)c1
#23 Cc1ccc(SCC(=O)NC2CCCCCC2)cc1
#24 CC(=O)c1cc(C)ccc1OC(=O)c1cccc2nc(C)oc12

Compound	17	18	19	20	21	22	23	24
SENP6 inh	5	7	11	15	-7	10	-9	-3
HKDC1 inh	-1	1	1	2	-5	-12	-4	-5
MPTP inh	0.0	-2.6	0.6	1.3	-0.1	-1.3	-1.4	1.9
SENP7 block	2	2	4	-1	6	4	4	-14
GRIN3A LBD mod	1	17*	1	-1	1	-1	0	-2
PfG6PD inh	5	-3	-9	-6	-11	11	-9	-3
ATG4B inhibitor	-11	-7	-5	3	2	-1	-8	-4
SENP8 inh	23	14	14	28	20	1	-4	-1

#25 CC(C)(C)c1ccc(C(=O)OCc2c(-c3ccccc3)ncc3ccccc23)cc1
#26 Cn1c(=O)c2ccccc2n(CC(=O)Nc2ccc3c(c2)OCCO3)c1=O
#27 Cc1ccc(-c2csc3nnc(SCC(=O)N4CCN(Cc5ccccc5)CC4)n23)cc1
#28 CCOC(=O)n1c(=O)n(Cc2ccccc2Cl)c2ccccc21
#29 Cc1ccc2nc(N3CCN(C)CC3)c(C=O)c(=O)n2c1
#30 COc1ccc(C2CC(=O)c3cc(OC)c(OC)cc32)cc1OC (stereo not drawn)
#31 Cc1[nH]c2ccccc2c1C(=O)CSc1ncn[nH]1
#32 CCCCCCCCCSc1n[nH]c(N)n1

Compound	25	26	27	28	29	30	31	32
SENP6 inh	-19	-26	-18	6	5	-14	-12	-4
HKDC1 inh	1	-6	-4	10	-6	-6	5	4
MPTP inh	-1.2	-2.1	0.1	-1.2	-0.6	2.2	-1.0	28
SENP7 block	-7	1	-11	3	5	-12	-2	-3
GRIN3A LBD mod	2	-1	0	-1	-1	-3	1	1
PfG6PD inh	5	-3	-4	8	1	-9	-12	0
ATG4B inhibitor	3	5	1	-3	11	-1	-8	-9
SENP8 inh	14	10	1	13	-230	22	12	7

#33 O=C(NC1CCOC1=O)c1ccccc1 (stereo not drawn)
#34 Cc1ccc(-c2nc3ncccc3o2)cc1NC(=O)CC(C)C
#35 CC(C)CNc1nc2c(c(=O)n(C)c(=O)n2C)n1Cc1cccc(Br)c1
#36 CCN(CC(=O)Nc1c(F)cccc1F)C(=O)CCNS(=O)(=O)c1ccc(C)c(C)c1
#37 Nc1nc(CSc2ccccn2)nc(Nc2ccccc2)n1
#38 CCOc1ccc(NC2=C(Cl)C(=O)N(C3CCCCC3)C2=O)cc1
#39 O=C(Nc1cccc(C(=O)N2CCCCC2)c1)C1CCC1
#40 COc1cc(NC(=O)Nc2ccccc2OC)c(OC)cc1NC(=O)CN1CCCCC1

Compound	33	34	35	36	37	38	39	40
SENP6 inh	.	7	-12	-3	-10	6	.	0
HKDC1 inh	9	-7	-5	-5	-1	-8	-4	10
MPTP inh	-0.8	0.5	-0.6	-0.5	0.4	1.3	0.2	-2.7
SENP7 block	.	0	13	-1	4	5	.	-10
GRIN3A LBD mod	-1	0	0	-1	1	17*	0	-4
PfG6PD inh	-18	1	-8	5	-4	-14	6	32
ATG4B inhibitor	2	-2	-1	2	-11	0	.	-4
SENP8 inh	3	-164	24	6	-10	16	7	35

#41 Cc1ccc(S(N)(=O)=O)c(C)c1-n1cnnn1
#42 CC(C)CCn1cnc2c(sc3nc4c(cc32)CSC(C)(C)C4)c1=O
#43 COc1ccc(NC(=O)CS(=O)(=O)c2ccccc2)cc1
#44 Cc1ccccc1OCC(O)CN1C(=O)c2ccccc2C1=O (stereo not drawn)
#45 Cc1ccc(C)c(OCCC(=O)OC(C)C(=O)Nc2c(C)n(C)n(-c3ccccc3)c2=O)c1 (stereo not drawn)
#46 CN(CCn1ccnc1)Cc1cn(Cc2ccccc2)nc1-c1ccc2c(c1)OCO2
#47 Cc1cccc(-n2c(Cc3cc(=O)[nH]c(=O)[nH]3)nnc2SCC(=O)Nc2cccc(C(F)(F)F)c2)c1
#48 CCn1c(NC(=O)c2ccccc2)c(-c2cccs2)c(=O)c2ccccc21

Compound	41	42	43	44	45	46	47	48
SENP6 inh	3	-3	13	-7	-9	-25	7	8
HKDC1 inh	-15	-1	-6	1	-1	-7	-5	-5
MPTP inh	0.2	-0.2	-1.2	0.5	-0.5	-0.3	0.1	1.4
SENP7 block	-7	5	-5	5	-5	-1	8	-4
GRIN3A LBD mod	-1	1	3	1	0	-2	-1	0
PfG6PD inh	8	-7	-15	-6	-3	4	2	-12
ATG4B inhibitor	-3	-1	-5	1	-8	10	-15	5
SENP8 inh	16	-4	8	18	2	28	12	-35

#49 CCOc1ccccc1-c1nc(SCC(=O)O)n[nH]1
#50 O=c1ccc2cc(S(=O)(=O)N3CCN(c4ccccc4F)CC3)ccc2[nH]1
#51 CC(C)N(C(=O)COC(=O)CNS(=O)(=O)c1ccccc1F)c1ccccc1
#52 Cc1cc([N+](=O)[O-])nn1CC(=O)Nc1cnc2ccccc2c1
#53 Cc1ccc(S(=O)(=O)/N=C(/Nc2cccc3ccccc23)c2ccc(F)cc2)cc1
#54 CCOC(=O)C1=C(C)Nc2nc(C)nn2C1c1cc(OC)ccc1OC (stereo not drawn)
#55 Cc1cc([N+](=O)[O-])ccc1NCc1cccc([N+](=O)[O-])c1
#56 C=CCOc1ccc(/C(O)=C2/C(=O)C(=O)N(CCCn3ccnc3)C2c2ccco2)cc1 (stereo not drawn)
#57 COCCNC(=S)N1CCN(C)CC1
#58 CCOc1ccc(S(=O)(=O)NCCC(=O)N(C)CC(=O)Nc2ccc(OC)cc2)cc1
#59 CCC1=Nc2cc(C(=O)NCCN3CCOCC3)ccc2Sc2ccc(Br)cc21

Compound	49	50	51	52	53	54	55	56	57	58	59
SENP6 inh	1	-16	-11	-4	-30	-6	-14	2	-17	0	3
HKDC1 inh	-6	-9	10	-10	8	-7	5	-6	2	2	-1
MPTP inh	-0.1	2.0	-1.0	0.6	1.8	-0.5	6.8	-0.8	0.1	-1.6	-2.0
SENP7 block	-4	-9	4	2	1	-1	18	-7	0	-1	-4
GRIN3A LBD mod	-1	1	-1	0	-14	-2	-5	0	0	0	-2
PfG6PD inh	-8	-7	-4	10	-15	-6	9	4	-8	-3	23
ATG4B inhibitor	0	-4	0	-9	-5	1	17	-8	0	-7	-5
SENP8 inh	12	0	9	8	11	-6	29	9	11	6	12

Source: PubChem BioAssay (Sanford-Burnham Center for Chemical Genomics)
